Screening data: PubChem BioAssay, Broad Institute
PGC1a acetyl inh: inhibitors of PGC1a acetylation signal, primary screen, cell-based, U2OS, AlphaScreen, inhibitor mode. hit rate 0.17% among 350,000. AID 651687, 2012. AlphaScreen anti-acetyl-lysine; with virally co-expressed GCN5 acetyltransferase. inhibition, % at 15.6 µM;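 active = every replicate shows inhibition of at least 40%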;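 also: 0% = neutral control wells and 100% = positive control wells; some results beyond the cut were filed as inactive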
RAD52 anneal inh: RAD52 DNA annealing inhibitors, primary screen, biochemical, FRET, single point, set 2; DNA repair protein RAD52 homolog (Homo sapiens), P43351; recombinant RAD52 DNA annealing, FRET fluorescence; inhibition, % at 18.7 µM; hit rate 0.46% among 360,000; AID 651710, 2012;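 active = every replicate showing at least 50% inhibition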
ERAP1 inh: human ERAP1 aminopeptidase inhibitors, primary screen, biochemical, single point, plate reader. Endoplasmic reticulum aminopeptidase 1 (Homo sapiens), Q9NZ08. inhibition, % at 10.7 µM. hit rate 0.15% among 340,000. recombinant ERAP1, Leu-AMC fluorescence, 60 min;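 active = mean replicate inhibition of at least 30%, or all replicates individually reaching that 30% level; inactive = mean below 30% and not every replicate reaching it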;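 also: 0% = neutral control wells and 100% = L-leucinethiol positive control wells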
Target sequence (Q9NZ08 whole entry, looked up): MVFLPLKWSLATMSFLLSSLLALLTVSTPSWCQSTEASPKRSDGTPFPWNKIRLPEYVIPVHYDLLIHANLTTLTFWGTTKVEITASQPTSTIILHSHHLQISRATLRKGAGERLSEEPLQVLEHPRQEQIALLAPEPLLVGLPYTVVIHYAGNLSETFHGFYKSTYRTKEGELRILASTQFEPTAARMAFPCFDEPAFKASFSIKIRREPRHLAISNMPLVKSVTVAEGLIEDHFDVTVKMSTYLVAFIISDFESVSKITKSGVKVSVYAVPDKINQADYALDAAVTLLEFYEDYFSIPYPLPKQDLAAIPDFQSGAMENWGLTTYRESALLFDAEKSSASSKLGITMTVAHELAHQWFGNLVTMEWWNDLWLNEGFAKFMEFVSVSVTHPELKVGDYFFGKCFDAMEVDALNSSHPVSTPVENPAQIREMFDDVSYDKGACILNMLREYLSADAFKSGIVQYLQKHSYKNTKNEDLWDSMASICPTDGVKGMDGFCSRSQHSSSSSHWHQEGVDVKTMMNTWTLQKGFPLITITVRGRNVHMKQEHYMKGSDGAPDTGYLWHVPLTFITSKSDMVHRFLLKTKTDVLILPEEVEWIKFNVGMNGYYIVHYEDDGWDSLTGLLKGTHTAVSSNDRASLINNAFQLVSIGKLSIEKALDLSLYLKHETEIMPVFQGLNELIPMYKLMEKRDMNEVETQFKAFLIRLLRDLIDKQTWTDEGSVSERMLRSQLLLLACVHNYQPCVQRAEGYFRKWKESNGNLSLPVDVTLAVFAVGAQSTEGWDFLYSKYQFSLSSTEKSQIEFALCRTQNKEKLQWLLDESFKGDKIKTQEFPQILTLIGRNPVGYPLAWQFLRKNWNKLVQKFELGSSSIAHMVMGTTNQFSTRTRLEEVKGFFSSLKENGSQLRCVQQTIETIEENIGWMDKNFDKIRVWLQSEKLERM
The depositor's hits bear a star.

Cc1nn(-c2ccc(F)cc2)c(Cl)c1/C=N/NC(=O)c1ccc(O)cc1 was read as PGC1a acetyl inh -2, RAD52 anneal inh -12 and ERAP1 inh 5.
For CC1(c2ccccc2Cl)NC(=O)N(CC(=O)NCc2ccco2)C1=O (stereo not drawn) the results were PGC1a acetyl inh 3, RAD52 anneal inh -13 and ERAP1 inh -3.
For O=C(NCCC(=O)N1CCN(S(=O)(=O)c2ccccc2Cl)CC1)Nc1ccccc1 the results were PGC1a acetyl inh 1, RAD52 anneal inh 0 and ERAP1 inh -4.
COCCn1c(SCc2cc(=O)n3ccsc3n2)nnc1-c1ccncc1 was read as PGC1a acetyl inh 4, RAD52 anneal inh -7 and ERAP1 inh 0.
Screening Cc1ccc(S(=O)(=O)Oc2ccc(/C=C(/NC(=O)c3ccccc3)C(=O)NCCCC(=O)O)cc2)cc1 returned PGC1a acetyl inh 8, RAD52 anneal inh 5 and ERAP1 inh -16.
Screening COc1ccc(N(C)S(=O)(=O)c2ccc(C)cc2)c([N+](=O)[O-])c1 returned PGC1a acetyl inh -2, RAD52 anneal inh -6 and ERAP1 inh 5.
For Cc1ccc(S(=O)(=O)N(C)C)cc1NC(=O)COC(=O)COc1ccccc1[N+](=O)[O-] the results were PGC1a acetyl inh 5, RAD52 anneal inh -7 and ERAP1 inh -2.
Screening NNC(=S)Nc1c(Br)cc(F)cc1Br returned PGC1a acetyl inh 15, RAD52 anneal inh -16 and ERAP1 inh -2.
CCOC(=O)N1CCC(N(CCN(C)C)C(=S)Nc2ccccc2C)CC1 was read as PGC1a acetyl inh -4, RAD52 anneal inh 1 and ERAP1 inh 1.
CCCc1nc2ccccc2c(NC(=O)CN(CC)CC)c1CC was read as PGC1a acetyl inh -6, RAD52 anneal inh -26 and ERAP1 inh -4.
`O=C(Cn1c2[n+](c3ccccc31)CC(O)CS2)c1ccccc1` (stereo not drawn) gave PGC1a acetyl inh -5, RAD52 anneal inh -1 and ERAP1 inh 2.
`COc1ccc(C(=O)NCCOc2cccc(OC)c2)cc1` gave PGC1a acetyl inh 9, RAD52 anneal inh -7 and ERAP1 inh -2.
CCC(=O)c1ccc(N2CCN(C(=O)c3ccccc3F)CC2)c(F)c1 was read as PGC1a acetyl inh 0, RAD52 anneal inh -2 and ERAP1 inh 1.
CCC(C)NC(=O)C(=O)NCc1ccccn1 (stereo not drawn) was read as PGC1a acetyl inh 1, RAD52 anneal inh -13 and ERAP1 inh 3.
`O=C1OCC2=C1C(c1ccccc1)CC(=O)N2c1ccc(F)cc1` (stereo not drawn) gave PGC1a acetyl inh -4, RAD52 anneal inh -10 and ERAP1 inh 5.
Screening Cc1ccccc1NC(=O)c1cccc(NC(=O)CCC(=O)O)c1 returned PGC1a acetyl inh -11, RAD52 anneal inh -21 and ERAP1 inh -2.
`COc1ccc(/C=C2/NC(=O)N(Cc3ccccc3F)C2=O)cc1OC` gave PGC1a acetyl inh 0, RAD52 anneal inh 0 and ERAP1 inh 1.
Screening CSCCC(NC(N)=O)C(=O)Nc1ccc(C)cc1 (stereo not drawn) returned PGC1a acetyl inh -11, RAD52 anneal inh -8 and ERAP1 inh 0.
`O=[N+]([O-])c1cccc(CSc2nnc3ccccn23)c1` gave PGC1a acetyl inh 1, RAD52 anneal inh 5 and ERAP1 inh 0.
For CC1CCN(CCCOc2ccc(Br)cc2Cl)CC1 the results were PGC1a acetyl inh -12, RAD52 anneal inh -20 and ERAP1 inh 0.

Quoted at random: 3 compounds from above
`O=C(Cn1c2[n+](c3ccccc31)CC(O)CS2)c1ccccc1` (stereo not drawn) gave PGC1a acetyl inh -5, RAD52 anneal inh -1 and ERAP1 inh 2.
COCCn1c(SCc2cc(=O)n3ccsc3n2)nnc1-c1ccncc1 was read as PGC1a acetyl inh 4, RAD52 anneal inh -7 and ERAP1 inh 0.
Screening CSCCC(NC(N)=O)C(=O)Nc1ccc(C)cc1 (stereo not drawn) returned PGC1a acetyl inh -11, RAD52 anneal inh -8 and ERAP1 inh 0.

Further compounds follow.
Screening Cc1ccc(/C=N/NC(=O)C(C)NC(=O)c2ccccc2)cc1 (stereo not drawn) returned PGC1a acetyl inh 8, RAD52 anneal inh -1 and ERAP1 inh -3.
Screening Cc1ccc(C(=O)Nc2ccc(C(F)(F)F)n(C)c2=O)cc1 returned PGC1a acetyl inh 1, RAD52 anneal inh 0 and ERAP1 inh 1.
CS(=O)(=O)c1cccc(NC(=O)c2ccc(Cl)c(Cl)c2)c1 was read as PGC1a acetyl inh -3, RAD52 anneal inh -19 and ERAP1 inh 6.
Screening Cc1noc2ncnc(Oc3cc(Cl)ccc3Cl)c12 returned PGC1a acetyl inh -3, RAD52 anneal inh -9 and ERAP1 inh -1.
Screening COc1ccc(CNCC(O)(c2ccccc2)c2ccccc2)cc1OC returned PGC1a acetyl inh -8, RAD52 anneal inh 4 and ERAP1 inh 0.
Screening CCN(C(=O)CN1CCCCC1)C1(C)C(=O)c2ccccc2C1=O returned PGC1a acetyl inh 3, RAD52 anneal inh -10 and ERAP1 inh 8.
Clc1ccc(SCc2cc(N3CCOCC3)nc(-c3ccccn3)n2)cc1 was read as PGC1a acetyl inh 10, RAD52 anneal inh -27 and ERAP1 inh -3.
COc1cccc(C(=O)NCC(=O)NNc2ncnc(N)c2[N+](=O)[O-])c1 was read as PGC1a acetyl inh 1, RAD52 anneal inh -14 and ERAP1 inh 1.
`O=[N+]([O-])c1ccc(CNC2CCCc3ccccc32)cc1` (stereo not drawn) gave PGC1a acetyl inh -13, RAD52 anneal inh 10 and ERAP1 inh 0.
Screening Cc1cc(C)cc(N(C(=O)c2ccc(Br)o2)C2C=CS(=O)(=O)C2)c1 (stereo not drawn) returned PGC1a acetyl inh 11, RAD52 anneal inh 0 and ERAP1 inh 0.
For Cn1c(SCc2ccccc2)nc2ccsc2c1=O the results were PGC1a acetyl inh -12, RAD52 anneal inh -2 and ERAP1 inh -5.
For C[C@@H]1CN([C@H](C)CO)C(=O)c2cc(NC(=O)CCCCCC(=O)Nc3ccccc3N)ccc2O[C@H]1CN(C)S(=O)(=O)c1cccs1 the results were PGC1a acetyl inh 3, RAD52 anneal inh 6 and ERAP1 inh -1.
`CC(C)NC(=O)N[C@@H]1C[C@@H]2O[C@H](CO)CC[C@@H]2O[C@@H]1CCc1ccc(-c2ccccc2F)cc1` gave PGC1a acetyl inh -5, RAD52 anneal inh 7 and ERAP1 inh -1.
Screening CC[C@H](C)[C@H](NC(N)=O)C(=O)Nc1ccc2c(c1)OCO2 returned PGC1a acetyl inh -2, RAD52 anneal inh -1 and ERAP1 inh 13.
For CCCCN=C1NN=C(c2cccc([N+](=O)[O-])c2)CS1 the results were PGC1a acetyl inh 10, RAD52 anneal inh -18 and ERAP1 inh 0.
COc1ccc2[nH]c(=O)c(CNc3ccccc3C)cc2c1 was read as PGC1a acetyl inh -2, RAD52 anneal inh 3 and ERAP1 inh -1.
`Cc1ccccc1N1CCN(C(=O)c2ccccc2NC(=O)c2ccccc2C(=O)O)CC1` gave PGC1a acetyl inh 11, RAD52 anneal inh -18 and ERAP1 inh -2.
`CC1CCN(c2nnc(-c3ccccc3)c3ccccc23)CC1` gave PGC1a acetyl inh -9, RAD52 anneal inh 8 and ERAP1 inh 1.
FC(F)(Cl)c1nnc2ccc(Sc3ccccn3)nn12 was read as PGC1a acetyl inh 4, RAD52 anneal inh 1 and ERAP1 inh -1.
For COc1ccc(CSCC(=O)NCCC(C)C)cc1 the results were PGC1a acetyl inh 5, RAD52 anneal inh -20 and ERAP1 inh -1.
O=c1onc(-c2ccccc2Cl)n1-c1ccccc1Cl was read as PGC1a acetyl inh -10, RAD52 anneal inh -6 and ERAP1 inh 0.
For OC[C@@H]1Nc2ccc(C#Cc3ccc(F)cc3)cc2[C@H]2NCC[C@@H]12 the results were PGC1a acetyl inh -16, RAD52 anneal inh 50 and ERAP1 inh -9.
`COc1ccc(/C(C)=N/NC(=O)C2CC2)cc1` gave PGC1a acetyl inh 0, RAD52 anneal inh -1 and ERAP1 inh -5.
`COc1cccc(NC(=O)CSc2nc3c(sc4ccccc43)c(=O)n2CCN(C)C)c1` gave PGC1a acetyl inh 0, RAD52 anneal inh 74* and ERAP1 inh -1.
Screening N#C/C(=C\c1cccc([N+](=O)[O-])c1)c1ccccn1 returned PGC1a acetyl inh -2, RAD52 anneal inh -22 and ERAP1 inh -1.
`CN(CC(=O)NC1CCCCCCC1)S(=O)(=O)c1cnc[nH]1` gave PGC1a acetyl inh -2, RAD52 anneal inh -5 and ERAP1 inh -4.
For Cc1ccccc1N1CC(=O)Nc2c(oc3nc(-c4ccccc4)cc(C)c23)C1=O the results were PGC1a acetyl inh 0, RAD52 anneal inh -6 and ERAP1 inh 0.
`NS(=O)(=O)c1ccc(NC(=S)NCc2ccc(F)cc2)cc1` gave PGC1a acetyl inh 8, RAD52 anneal inh -3 and ERAP1 inh 1.
O=C1CN(C(=O)/C=C/c2ccc(Cl)cc2)c2ccccc2N1 was read as PGC1a acetyl inh 5, RAD52 anneal inh -76 and ERAP1 inh 1.
For COc1ccc(CCNC(=O)c2ccc(SC)cc2OC)cc1 the results were PGC1a acetyl inh -2, RAD52 anneal inh -23 and ERAP1 inh 2.
Screening CC(=O)c1cccc(NC(=O)NNC(=O)CCC(=O)Nc2ccc(C)c(C)c2)c1 returned PGC1a acetyl inh -1, RAD52 anneal inh -1 and ERAP1 inh 5.
Screening Cc1ccc(NC(=O)CC2SC(=NC3CCCCC3)NC2=O)cc1 (stereo not drawn) returned PGC1a acetyl inh 6, RAD52 anneal inh -12 and ERAP1 inh 7.
`NC(=O)c1ccsc1NC(=O)COC(=O)/C=C/c1ccc([N+](=O)[O-])cc1` gave PGC1a acetyl inh -16, RAD52 anneal inh -10 and ERAP1 inh -1.
CCOC(=O)N1CCN(C(=O)COC(=O)c2cc(Cl)c(O)c(Cl)c2)CC1 was read as PGC1a acetyl inh -8, RAD52 anneal inh -4 and ERAP1 inh 1.
For Cc1ccccc1NC(=O)CCC(=O)N/N=C/c1ccc(F)cc1 the results were PGC1a acetyl inh 5, RAD52 anneal inh -6 and ERAP1 inh -2.
CCC(C)c1ccc(O)c(NC(=S)NC(=O)c2cccnc2)c1 (stereo not drawn) was read as PGC1a acetyl inh 1, RAD52 anneal inh -23 and ERAP1 inh -2.
For CC1CCCCN1C(=O)c1ccc(OC2CCN(S(=O)(=O)N(C)C)CC2)cc1 (stereo not drawn) the results were PGC1a acetyl inh -6, RAD52 anneal inh 6 and ERAP1 inh -4.
O=C(O)c1cccc(S(=O)(=O)NCCc2ccccc2)c1 was read as PGC1a acetyl inh 1, RAD52 anneal inh 1 and ERAP1 inh -17.
`COC(=O)C1SCC2C(=O)N(Cc3ccc(Cl)cc3)CC(=O)N21` (stereo not drawn) gave PGC1a acetyl inh 12, RAD52 anneal inh -8 and ERAP1 inh 0.
Cc1cc(S(=O)(=O)Nc2c(C)nc3nc[nH]n3c2=O)ccc1F was read as PGC1a acetyl inh 9, RAD52 anneal inh -9 and ERAP1 inh 16.

A draw from above in order of length of the SMILES, ascending:
For COc1ccc(CCNC(=O)c2ccc(SC)cc2OC)cc1 the results were PGC1a acetyl inh -2, RAD52 anneal inh -23 and ERAP1 inh 2.
For Cc1ccccc1NC(=O)CCC(=O)N/N=C/c1ccc(F)cc1 the results were PGC1a acetyl inh 5, RAD52 anneal inh -6 and ERAP1 inh -2.
`CN(CC(=O)NC1CCCCCCC1)S(=O)(=O)c1cnc[nH]1` gave PGC1a acetyl inh -2, RAD52 anneal inh -5 and ERAP1 inh -4.

Additional compounds follow.
`CCCCCc1c(O)nc(SCCN(CC)CC)[nH]c1=O` gave PGC1a acetyl inh 9, RAD52 anneal inh -6 and ERAP1 inh 0.
O=C(Nc1ccc(Cl)cc1)N1CCSC1=NCc1ccccc1 was read as PGC1a acetyl inh -10, RAD52 anneal inh -8 and ERAP1 inh 0.
`CCOC(=O)c1c(C)n(C)c2cc(Br)c(OC)cc12` gave PGC1a acetyl inh -17, RAD52 anneal inh -9 and ERAP1 inh 1.
For O=C(NNC1CC(=O)N(c2ccccc2)C1=O)c1ccccc1Cl (stereo not drawn) the results were PGC1a acetyl inh 3, RAD52 anneal inh -8 and ERAP1 inh 1.
For CCOc1ccc(-c2nnn(CCC#N)n2)cc1OC the results were PGC1a acetyl inh 2, RAD52 anneal inh -4 and ERAP1 inh -1.

Of the compounds above, these contain a thiophene ring, fused or not:
For Cn1c(SCc2ccccc2)nc2ccsc2c1=O the results were PGC1a acetyl inh -12, RAD52 anneal inh -2 and ERAP1 inh -5.
For C[C@@H]1CN([C@H](C)CO)C(=O)c2cc(NC(=O)CCCCCC(=O)Nc3ccccc3N)ccc2O[C@H]1CN(C)S(=O)(=O)c1cccs1 the results were PGC1a acetyl inh 3, RAD52 anneal inh 6 and ERAP1 inh -1.
`COc1cccc(NC(=O)CSc2nc3c(sc4ccccc43)c(=O)n2CCN(C)C)c1` gave PGC1a acetyl inh 0, RAD52 anneal inh 74* and ERAP1 inh -1.
`NC(=O)c1ccsc1NC(=O)COC(=O)/C=C/c1ccc([N+](=O)[O-])cc1` gave PGC1a acetyl inh -16, RAD52 anneal inh -10 and ERAP1 inh -1.

A portion of the library. The share of hits here may be higher or lower than overall.
